High-throughput results as filed in PubChem BioAssay.
NALP1 inh: NALP1 inhibition; S. cerevisiae NALP1/ASC/caspase-1 growth, X-gal OD620, 72 h; inhibition, % at 10 µM; 280,000 tested, 0.61% active; AID 2071; in the data active = inhibition mostly above about 24%, no sharp cut-off; inactive = mostly below about 32%; note: some compounds called inactive have numbers as strong as hits
p-CIP stab down: compounds decreasing mouse p/CIP protein stability. F442A p/CIP-EGFP cells, EGFP fluorescence, 16 h. decrease of EGFP signal, % at 10 µM. 290,000 tested, 0.01% active. AID 1984;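 active = EGFP signal decrease of at least 30% at 10 µM or well 3 SD below plate mean, unless failing retest; inactive = the rest, including hits failing retest or dose response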; note: some compounds called inactive have numbers as strong as hits; many of its hits are not listed in these tables
IMP-1 inh: blocks Pseudomonas aeruginosa IMP-1 metallo-beta-lactamase. purified IMP-1, nitrocefin hydrolysis, epi-absorbance fluorescence. inhibition, % at 5.6 µM. 290,000 tested, 0.45% active;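 active = inhibition above the mean plus 3 SD of all compounds in the same screening run, cut at about 4.5% in these data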;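 note: 0% = IMP-1 with DMSO and 100% = DMSO wells lacking enzyme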
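system = purified recombinant IMP-1 beta-lactamase | amount = 0.2 nM IMP-1, as dispensed | medium = HEPES buffer pH 7.1 with ZnSO4 and Brij 35 | times = 25 °C, 15 min preincubation, 25 min reaction | detection = plate fluorescence quenching by hydrolysis product, ex 480/em 530 nm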
IDE inh: inhibits human insulin-degrading enzyme in HEK cells; P14735; FAbetaB cleavage, fluorescence polarization; inhibition, % at 5.59 µM; 320,000 tested, 0.41% active; AID 434962;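 active = percent inhibition above the average of all tested compounds plus 3 SD, set per screening campaign, cut at about 16% in these data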;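 note: IDE supplied by intact live HEK cells; FP after avidin binding of uncleaved biotin substrate so inhibition keeps polarization high; 0% = DMSO wells and 100% = 60 µM reference IDE inhibitor Ii1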
VIM-2 inh: inhibitors of Pseudomonas aeruginosa VIM-2 metallo-beta-lactamase | purified VIM-2, nitrocefin hydrolysis, epi-absorbance fluorescence | inhibition, % at 5.6 µM | 290,000 tested, 0.89% active;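 active = inhibition above the mean of all tested compounds plus 3 SD, cutoff set per screening run, cut at about 7.5% in these data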;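 note: red hydrolysis product quenches plate fluorescence so inhibitors raise well fluorescence; 0% = enzyme with DMSO and 100% = DMSO without enzyme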
PfM18AAP inh: PfM18AAP enzyme inhibition | 290,000 tested, 1.2% active | recombinant PfM18AAP, H-Glu-NHMec fluorogenic cleavage | inhibition, % at 7.35 µM;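 active = inhibition above the campaign mean inhibition over all tested compounds plus 3 SD, cut at about 28% in these data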;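 note: 0% = plate median of test compound wells and 100% = 2 mM ZnCl2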
IDE act: IDE (human) activation, cell-based | P14735 | HEK cells, FAbeta-B cleavage, fluorescence polarization; 0% vehicle, 100% cell-free pure enzyme wells | activation, % at 5.96 µM | 340,000 tested, 0.073% active;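 active = activation above the mean of all tested compounds plus 3 SD, set per screening campaign, cut at about 17% in these data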
PHOSPHO1 inh: inhibitors of human PHOSPHO1 phosphatase; AID 1565; 290,000 tested, 1.1% active; Q8TCT1; inhibition, % at 13.3 µM; recombinant PHOSPHO1, absorbance phosphatase assay; in the data active = inhibition above about 60%
Target sequence (Q8TCT1 whole entry, looked up): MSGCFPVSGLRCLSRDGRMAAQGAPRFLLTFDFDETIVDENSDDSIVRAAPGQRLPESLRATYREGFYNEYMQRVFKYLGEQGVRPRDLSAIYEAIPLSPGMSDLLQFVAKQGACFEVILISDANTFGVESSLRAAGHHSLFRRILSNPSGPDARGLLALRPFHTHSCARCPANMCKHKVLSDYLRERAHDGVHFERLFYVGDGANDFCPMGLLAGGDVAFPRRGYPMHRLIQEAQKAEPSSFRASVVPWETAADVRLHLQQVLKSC
GPR7 antagonist: blocks human GPR7 receptor signaling. P48145. GPR7-expressing cells, fluorescence antagonist assay. inhibition, % at 4.4 µM. 290,000 tested, 1.1% active. AID 1861; in the data active = inhibition above about 16%, passing the limit was not always enough;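 note: cells stimulated with the agonist NPW; 0% = agonist with vehicle and 100% = vehicle without agonist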
Target sequence (P48145 whole entry, looked up): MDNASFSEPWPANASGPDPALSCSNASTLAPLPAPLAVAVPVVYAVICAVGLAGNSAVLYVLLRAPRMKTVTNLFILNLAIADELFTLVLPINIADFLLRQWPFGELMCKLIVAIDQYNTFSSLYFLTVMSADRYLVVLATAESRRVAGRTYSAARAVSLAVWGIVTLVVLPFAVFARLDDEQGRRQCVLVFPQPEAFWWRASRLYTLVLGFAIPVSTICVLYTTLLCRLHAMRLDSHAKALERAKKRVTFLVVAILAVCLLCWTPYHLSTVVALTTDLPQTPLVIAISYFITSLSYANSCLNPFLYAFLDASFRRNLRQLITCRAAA
Starred values were filed as active, the others as inactive; / = no result given. Hits appear at their usual frequency (roughly 5.3% active in at least one column).

IDE act	NALP1 inh	PHOSPHO1 inh	GPR7 antagonist	VIM-2 inh	IDE inh	IMP-1 inh	p-CIP stab down	PfM18AAP inh	SMILES
7.0	23.0	13.9	-13.9	-1.6	2.6	0.6	-5.2	-13.0	Cc1ccc(-c2nn[nH]n2)cc1
0.3	8.4	16.9	-12.0	-2.7	-4.2	-1.1	1.3	-14.2	CCOc1ccc(NC(=O)CCc2c(C)nn(-c3ccc(N4CCCCC4)nn3)c2C)cc1
5.6	2.4	40.6	-2.3	-4.0	1.0	-4.3	9.3	0.7	COCCn1c(SCc2ccc(C(=O)OC)o2)nnc1-c1c[nH]c2ccccc12
6.0	25.5	-1.0	-7.3	-1.6	2.5	-0.5	-0.6	6.5	O=C(Nc1nccs1)c1cc(Cl)ccc1[N+](=O)[O-]
-1.9	-3.3	10.3	-8.6	-0.3	5.6	-2.2	-10.8	1.2	Cc1ccc(NC(=S)N2CCC(NC(=O)C3CCCCC3)CC2)cc1C
2.4	9.7	27.9	-7.3	-1.4	-0.7	-3.2	-5.9	-2.5	CN(Cc1nc(-c2ccc(Cl)cc2)no1)C(=O)c1ccco1
6.0	-6.7	71.4*	-2.1	-2.0	-1.1	-2.7	-25.2	7.5	NS(=O)(=O)c1ccc(NC(=O)COC(=O)CSc2n[nH]c(-c3ccccc3)n2)cc1
0.7	-3.0	4.9	7.3	-3.1	8.8	-2.2	4.5	0.7	O=C(C1CCCN1S(=O)(=O)c1ccc(Cl)c(Cl)c1)N1CCOCC1 (stereo not drawn)
2.8	-3.7	3.3	24.9*	-0.1	-4.2	1.1	10.5	2.8	CC(=O)Nc1ccc(S(=O)(=O)N(CCCN2CCOCC2)Cc2cccs2)cc1
-23.1	102.2*	89.2*	-12.9	-1.6	5.1	-1.8	-3.1	35.7*	CCN(CC)C(=S)SSC(=S)N(CC)CC
1.8	7.5	22.6	2.9	-2.9	-2.8	-1.8	-15.7	-0.7	O=C(NNC(=O)C1CCC1)c1ccc(Cl)cc1
2.0	14.8	27.7	-13.8	-1.5	1.7	-2.2	14.7	-7.1	COc1ccccc1CNC(=O)CC1Sc2ccccc2NC1=O (stereo not drawn)
6.1	1.3	-8.2	-7.4	-1.0	2.0	0.2	-9.4	-4.8	CCOC(=O)C1=C(C)N(C)C(=S)N(C)C1c1ccc(OC)cc1 (stereo not drawn)
-3.0	4.1	34.3	-10.2	-1.9	/	-2.6	-2.0	0.2	Cc1cc(C)nc(N2CCN(c3ccc(F)cc3)CC2)n1
-0.5	7.0	2.9	-13.1	-3.0	5.0	0.5	-14.1	0.4	CCC(C)Sc1nc2c(c(=O)[nH]c(=O)n2C)n1CC(O)COc1ccccc1C (stereo not drawn)
2.7	6.6	26.9	-8.3	-0.1	8.8	0.4	-10.9	-0.1	Cc1ccc(/C=N/NC(=O)NN(C)c2ncc(C(F)(F)F)cc2Cl)cc1
0.0	0.4	14.4	18.1	-2.0	-2.7	-1.5	-12.8	-10.9	O=C1c2oc3ccc(Cl)cc3c(=O)c2C(c2cccc(Br)c2)N1CCO (stereo not drawn)
4.5	15.7	-22.0	-7.3	-0.8	7.0	-0.9	0.1	-2.2	O=[N+]([O-])c1cc(C(F)(F)F)ccc1NCCOc1ccccc1
3.5	10.7	30.2	1.3	-1.8	-3.1	-7.4	-14.8	4.2	Cc1ccc(-c2nnc(NC3CCCC3)s2)cc1
-0.9	0.5	10.9	8.4	-1.6	2.0	-0.4	-0.7	-6.6	CC1(C)NC(=O)N(CC(O)CN2C(=O)NC(C)(C)C2=O)C1=O
5.2	0.0	60.1*	-4.6	-3.0	-9.8	-1.3	-6.0	1.0	O=C(O)c1cc(-c2ccc3c(c2)OCCO3)n[nH]1
-5.0	25.7	42.2	/	/	-1.8	/	-12.7	/	Cc1cc(C)n2nc3nc(N4CCCCC4)nc(-c4ccco4)c3c2n1
0.1	16.0	12.7	2.1	-2.0	3.7	-3.5	-0.7	0.2	COc1ccc(Cc2nc3ccc(C(=O)N4CCN(C)C(C)C4)cc3o2)cc1OC (stereo not drawn)
2.8	1.1	13.8	-7.7	0.8	1.6	0.2	-3.7	22.4	CCC(C)(C)n1nnnc1C(c1cc2ccc(OC)cc2[nH]c1=O)N1CCCCC1 (stereo not drawn)
6.3	24.6	-18.5	20.6*	-1.6	-1.9	-1.4	-14.8	1.8	CN(C)CCCN(C(=O)CCc1ccccc1)c1nc2c(F)cccc2s1
-4.0	1.4	29.0	-5.9	-4.1	/	-4.8	9.3	1.4	O=C(O)COc1ccccc1/C=N/NC(=O)C(O)c1ccccc1 (stereo not drawn)
3.4	8.8	23.3	-9.4	-2.5	2.5	-3.0	-8.6	0.3	Cc1ccc2[nH]cc(S(=O)(=O)c3ccc(C)c(C)c3)c(=O)c2c1
2.3	9.5	21.5	-6.1	-1.0	4.5	-1.7	-7.6	-1.0	Cn1c(=O)c2cc(S(=O)(=O)NCCC(=O)NCC3CCCO3)ccc2n(C)c1=O (stereo not drawn)
5.2	-0.9	20.3	-12.4	0.8	-1.2	-2.4	-1.6	1.6	C=CCc1cccc2cc(C(=O)NCCOC)c(=O)oc12
4.7	1.4	31.1	4.2	-0.6	-3.1	-0.9	-0.8	3.0	CC(C)CN1CCN(Cc2cc(F)ccc2-n2cccn2)CC1CCO (stereo not drawn)

Structural class: the entries above containing a nitro group on carbon.
IDE act	NALP1 inh	PHOSPHO1 inh	GPR7 antagonist	VIM-2 inh	IDE inh	IMP-1 inh	p-CIP stab down	PfM18AAP inh	SMILES
6.0	25.5	-1.0	-7.3	-1.6	2.5	-0.5	-0.6	6.5	O=C(Nc1nccs1)c1cc(Cl)ccc1[N+](=O)[O-]
4.5	15.7	-22.0	-7.3	-0.8	7.0	-0.9	0.1	-2.2	O=[N+]([O-])c1cc(C(F)(F)F)ccc1NCCOc1ccccc1

Next compounds follow:
IDE act	NALP1 inh	PHOSPHO1 inh	GPR7 antagonist	VIM-2 inh	IDE inh	IMP-1 inh	p-CIP stab down	PfM18AAP inh	SMILES
4.2	-10.8	-21.4	21.2	3.2	-0.1	2.3	13.1	21.3	CN(C)C(=S)Nc1ccc(Cc2ccncc2)cc1
4.3	2.9	23.3	-15.6	-2.1	0.3	-0.9	-9.7	0.6	Cc1cnc(CN(C)C(=O)CC2C(=O)NCCN2Cc2cccc(F)c2F)[nH]1 (stereo not drawn)
-2.1	7.4	-5.3	-5.4	-4.2	8.1	-3.9	8.2	2.5	Cc1ccc(-c2noc(CCC(=O)NCCN3CCc4ccccc4C3)n2)cc1
4.2	20.3	32.8	0.3	-2.6	6.0	-1.5	5.7	-5.4	CCN1C(=O)C(CC(=O)Nc2ccc(F)cc2)N(Cc2cccs2)C1=S (stereo not drawn)
1.3	20.8	23.5	-12.1	0.4	7.4	-2.3	-8.5	-13.5	CCn1cc(C(=O)NCC(OC)OC)c(=O)c2cc(S(=O)(=O)N3CCC(C)CC3)ccc21
3.8	21.6	-14.1	-10.0	0.7	-2.2	-0.8	-16.9	-10.4	CC(NC(=O)Cc1ccsc1)c1ccc(F)cc1 (stereo not drawn)
2.9	8.2	-13.2	-18.7	5.6	1.5	-1.5	-0.8	1.4	CCc1ccc(Nc2cc(C)nc3ncnn23)cc1
2.3	7.5	-27.7	1.9	-1.9	-1.2	-1.4	-7.8	-6.6	COc1ccc(C2C3C(=O)N(Cc4ccccc4)C(=O)C3ON2c2ccccc2)c(OC)c1OC (stereo not drawn)
-1.2	12.6	40.3	-2.3	-0.9	-1.7	0.5	-12.5	-10.7	Cc1ccc2oc(C(=O)N3CCN(CCO)CC3)c(C)c2c1
3.3	-4.9	-1.7	-3.0	-0.1	-0.1	-2.1	-14.9	-9.1	O=S1(=O)[C@H]2C[C@@H]3C=C[C@@]2(CN1Cc1ccc(F)cc1)O3
-1.7	37.1	-17.8	-3.2	-1.4	-3.2	0.1	-4.6	-13.7	Cc1ccc(/C(N)=N/OC(=O)COc2ccc(Cl)c(C)c2)cc1
-1.9	111.6*	2.6	8.8	-3.5	/	-1.0	-14.9	21.4	CC(C)CC(=O)/C(=C\c1ccc(Cl)cc1Cl)n1cncn1
0.9	7.7	-16.4	-12.8	-2.0	-0.7	-3.5	1.4	3.2	Cc1ccc(C(=O)N[C@H](C(=O)OCc2cc(=O)n3c(n2)sc2ccccc23)C(C)C)cc1
5.6	2.5	21.2	-17.0	6.3	1.1	-3.8	-8.2	-8.3	CCn1c(SCc2cccnc2)nc2c1c(=O)n(C)c(=O)n2C
5.7	-7.2	-16.4	-11.5	-1.6	-1.4	-4.0	-6.2	1.3	N#Cc1c2n(c3c(=O)n(CC(=O)c4ccc(Br)cc4)cnc13)CCCC2
2.6	23.9	43.3	1.5	-1.2	3.1	0.8	-11.0	-19.6	COc1ccc(-n2nc(C(=O)NCC(=O)NCCC3=CCCCC3)c3ccccc3c2=O)cc1
7.6	12.7	54.3	0.8	-0.5	-1.3	-1.4	3.9	-0.5	O=C1COc2ccc(S(=O)(=O)CCC(=O)NC3CCCCC3)cc2N1
-1.9	11.1	7.4	/	/	2.2	/	-27.6	/	CN1C(=O)c2c(sc3c2CC(C)(C)SC3)N2CCN=C12
2.5	-2.6	3.7	-3.8	-2.1	2.7	-3.0	-1.3	-4.9	O=C(CSc1nnc(-c2ccccc2)n1Cc1ccccc1)NC1CC1
-3.9	5.8	-6.3	-7.7	-0.6	2.3	-1.6	-23.4	-29.7	COc1ccc2c(c1)CC/C(=C\Nc1ccc3c(c1)OCO3)C2=O
-2.8	8.0	31.6	6.9	-0.5	/	-1.9	-5.1	-13.2	CC(=O)NCCc1nc2cc(NC(=O)c3ccc(F)cc3)ccc2n1C
4.1	22.5	-5.4	-10.8	-2.9	-1.1	-2.2	-15.2	-18.4	C/C(=N\NC(=O)Cn1nc(C)cc1C)c1ccc([N+](=O)[O-])cc1
-2.2	-10.8	23.4	-7.3	-2.6	4.8	-0.7	0.1	1.4	Cc1cnc(CN2CCc3c([nH]c4ccccc34)C2CC(C)C)[nH]1 (stereo not drawn)
2.0	-11.7	47.1	7.8	-0.2	-0.1	-2.7	7.7	0.0	COc1ccccc1CNC(=O)C(C)c1ccc([N+](=O)[O-])cc1 (stereo not drawn)
/	4.5	26.5	-3.9	-3.0	-3.6	-2.5	-16.0	-4.9	Cc1noc(C(=O)Nc2ccc(Cl)cc2)c1Cl
3.5	17.0	-16.4	-5.8	-1.6	3.4	-3.1	-22.0	9.8	COc1cc(C(=O)NC(=S)Nc2ccc(N3CCCC3)cc2)cc(OC)c1OC
4.8	14.7	27.6	-1.9	-2.6	2.5	-0.8	-9.2	11.2	COc1ccc(NC(=O)COc2nsnc2N2CCOCC2)c(OC)c1
5.4	0.2	51.8	1.6	-0.4	0.8	-1.7	1.7	5.0	CC(C)Cn1c(N)c(C(=O)COC(=O)c2ccc(O)cc2)c(=O)n(C)c1=O
3.9	/	22.1	/	/	-2.3	/	0.4	/	COC(=O)C1=C(C(=O)OC)[C@@H]2N(C)c3ccccc3[C@@]23C[C@@H](C(=O)OC)N(C(=O)C2CCC2)C3=N1
2.6	16.5	33.9	8.7	-1.7	0.4	-2.7	-9.0	2.6	CCN1CCN(C(c2cccs2)C(C)NC(=O)c2c(F)cccc2F)CC1 (stereo not drawn)
2.5	2.0	-20.0	0.8	-3.2	9.2	-4.2	8.0	8.2	Cc1cc(C)nc(N/N=C/c2cccc3ccccc23)n1
